Screens as filed in PubChem.
TEAD-YAP inh – TEAD-YAP interaction inhibition, primary screen, TEAD-YAP interaction inhibitor project, luminescence, HEK-TIYL cells; TEAD-Gal4/YAP UAS-luciferase luminescence; inhibition, % at 9.12 µM; actives 1.4% (n = 640,000); AID 1259422, 2018; in the data active = inhibition above about 32%;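 note: 0% = median of test compound wells and 100% = reference inhibitor wells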
GPR151 ag – activators of human GPR151, primary screen, cell-based, PathHunter beta-arrestin, luminescence; PathHunter beta-arrestin GPR151 cells; activation, % at 11.2 µM; actives 1% (n = 650,000); AID 1508602, 2020; in the data active = activation above about 4.9%;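 note: 0% = median of compound wells and 100% = cells with positive control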
Target sequence (Q8TDV0 whole entry, looked up): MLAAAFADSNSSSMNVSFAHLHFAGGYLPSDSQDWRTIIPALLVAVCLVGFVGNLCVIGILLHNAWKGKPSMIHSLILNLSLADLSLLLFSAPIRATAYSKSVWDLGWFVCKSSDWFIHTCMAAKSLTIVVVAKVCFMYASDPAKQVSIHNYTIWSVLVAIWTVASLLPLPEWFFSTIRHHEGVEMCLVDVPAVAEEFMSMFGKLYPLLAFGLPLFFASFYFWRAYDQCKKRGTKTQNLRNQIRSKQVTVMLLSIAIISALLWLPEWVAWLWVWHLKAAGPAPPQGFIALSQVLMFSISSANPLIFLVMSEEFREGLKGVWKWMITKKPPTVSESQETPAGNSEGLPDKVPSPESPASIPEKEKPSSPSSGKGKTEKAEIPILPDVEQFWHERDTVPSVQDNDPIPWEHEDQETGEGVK
FBW7 activator – FBW7 E3 ligase activators, primary screen, biochemical, AlphaScreen, human; F-box/WD repeat-containing protein 7 (Homo sapiens), Q969H0; AlphaScreen FBW7–phospho-cyclin E peptide binding, activator screen; normalized activity (activation), % at 26.1 µM; actives 0.13% (n = 650,000); in the data active = normalized activity above about 1.9%;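 note: purified mutant Fbw7 with reduced substrate affinity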
MITF inh – MITF inhibitors, primary screen, biochemical, AlphaScreen, human | AlphaScreen MITF homodimerization, bead proximity signal | inhibition, % at 2.6 µM | actives 0.91% (n = 650,000) | AID 1259374, 2018; in the data active = inhibition above about 50%;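 note: 0% = vehicle wells with protein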
Target sequence (O75030 whole entry, looked up): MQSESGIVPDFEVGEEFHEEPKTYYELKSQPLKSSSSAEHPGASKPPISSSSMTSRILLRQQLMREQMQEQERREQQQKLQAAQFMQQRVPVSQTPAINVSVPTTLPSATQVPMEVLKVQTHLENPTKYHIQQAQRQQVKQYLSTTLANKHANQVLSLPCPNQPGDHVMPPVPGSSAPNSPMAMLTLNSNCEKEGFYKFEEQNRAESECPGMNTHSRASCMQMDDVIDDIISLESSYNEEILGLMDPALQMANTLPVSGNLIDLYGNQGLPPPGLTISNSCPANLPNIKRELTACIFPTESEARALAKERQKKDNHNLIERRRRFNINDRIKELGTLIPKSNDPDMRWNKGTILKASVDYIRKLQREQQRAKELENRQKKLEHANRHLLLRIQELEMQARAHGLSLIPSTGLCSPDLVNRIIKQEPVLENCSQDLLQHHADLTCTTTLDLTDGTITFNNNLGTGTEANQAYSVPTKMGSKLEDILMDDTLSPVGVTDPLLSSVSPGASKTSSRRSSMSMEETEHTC
Starred values were filed as active, the others as inactive; / = no result given.

SMILES	TEAD-YAP inh	GPR151 ag	FBW7 activator	MITF inh
CC(C)CC(OC(=O)c1ccc2c(c1)NC(=O)C(C)(C)O2)C(=O)NC1CCCCC1 (stereo unspecified)	0.5	-0.7	-0.1	5.8
CN(C)S(=O)(=O)N1CCC(Oc2cccc(C(=O)NCCC3=CCCCC3)c2)CC1	14.3	-0.7	0.1	14.0
COc1cc(Nc2nc(NCCOc3ccccc3)c3ncn(CCN4CCCC4=O)c3n2)cc(OC)c1OC	7.1	-0.4	-0.1	9.6
CCCn1c(=NC(=O)c2ccccc2C)c(C(=O)OCC)cc2c(=O)n3ccccc3nc21	-3.5	1.5	-0.1	3.2
COCC1CCCN(CC(=O)Nc2cccc(Cl)c2)C1 (stereo unspecified)	-15.0	0.6	-0.4	24.4
O=C(NCc1ccccc1)N1CCC(n2nnc3cc(C(F)(F)F)ccc32)CC1	1.0	0.4	0.1	-2.7
Cc1ccc(N2C(=O)CSC2c2c(F)cccc2Cl)cc1C (stereo unspecified)	-0.4	0.9	-0.2	2.9
O=C(C(=O)c1cccs1)c1cccs1	-9.5	0.9	-0.4	13.4
O=C1CC(N2CCN(C(c3ccc(F)cc3)c3ccc(F)cc3)CC2)C(=O)N1c1ccc(Br)cc1 (stereo unspecified)	9.1	-0.1	0.1	4.9
CCCNC(=O)c1ccc(CNC(=O)c2ccc(F)cc2)cc1	-17.0	0.4	-0.2	3.0
Cc1ccc(N(CC(=O)N/N=C/c2ccc(C)c(C)c2C)S(C)(=O)=O)cc1	-0.1	0.9	0.1	-9.7
CSc1nnnn1-c1ccc(C)c(C)c1	9.7	0.5	0.1	7.3
CCOc1ccc(CCNC(=O)Cn2cc3c(n2)CCC(C)C3)cc1 (stereo unspecified)	6.8	0.9	0.0	1.4
CC1CC(C)(C)NC(=S)N1CC(=O)NCCc1ccc(S(N)(=O)=O)cc1 (stereo unspecified)	1.7	-0.9	-0.1	-10.8
CCOC(=O)c1ccc(NC(=O)c2c([N+](=O)[O-])cnn2C)cc1	13.9	0.3	-0.1	-2.2
CC(=O)c1cnc2c(C#N)cnn2c1C	-2.2	3.0	-0.2	-5.1
Cc1ccc(NC(=O)Cn2cnc3c(cnn3C(C)(C)C)c2=O)c(C)c1	10.9	0.2	0.0	0.3
Cc1nn(C)c(C)c1-c1cccc(C(=O)NCc2cccnc2)n1	-5.2	-0.3	0.0	22.3
CCN(CC)C(=O)C1=C(C)NC(=S)NC1c1cccs1 (stereo unspecified)	-7.9	-1.2	-0.1	-1.0
CC(C)(CN1CCOCC1)NS(=O)(=O)c1ccccc1	7.4	0.1	0.1	5.2
Cc1nc2ccccc2c(=O)n1-c1ccc(F)c(NC(=O)COc2ccc(Cl)cc2)c1	-8.1	-0.7	0.1	15.6
C=CCNc1nc(Nc2ccc(C)cc2C)c2cnn(C)c2n1	13.0	1.4	0.7	8.8
CCOC(=O)c1ccc(Nc2ncccc2[N+](=O)[O-])cc1	-21.9	-1.9	0.2	3.7
CCN(CC)C(=O)C1CCCN(c2ncc(C)c(NCCN(C(C)C)C(C)C)n2)C1 (stereo unspecified)	8.8	-0.7	0.0	0.5
Fc1cccc2c1NC(c1ccc(Cl)cc1Cl)C1CC=CC21 (stereo unspecified)	12.2	-1.0	0.0	-5.8

Continued:
SMILES	TEAD-YAP inh	GPR151 ag	FBW7 activator	MITF inh
O=C(c1cccc(Cl)c1)N1CCN(C2CCCC2)CC1	0.1	0.9	0.0	52.7*
CCOc1ccccc1NS(=O)(=O)c1cc(OC)ccc1OC	9.5	-0.5	0.5	1.2
O=c1c2cccnc2n(Cc2ccc(F)cc2)c(=O)n1Cc1ccc(F)cc1	-8.8	0.4	0.1	-4.7
CC1=C(C(=O)NCCCN2C(C)CCCC2C)C2(CCCCC2)OC1=O (stereo unspecified)	-14.4	-0.7	0.2	-5.6
Cc1c(Cl)cccc1N(CC(=O)N1CCN(Cc2ccccc2)CC1)S(C)(=O)=O	3.3	-1.2	0.1	4.9
CCCS(=O)(=O)N1CCC(C(=O)N2CCCCC2)CC1	3.0	-0.5	0.4	16.0
COc1ccccc1C(=O)NC1CCS(=O)(=O)C1 (stereo unspecified)	3.5	1.0	0.8	5.8
COc1ccccc1OCC(=O)NNC(=O)c1c(-c2ccccc2Cl)noc1C	11.6	-0.8	0.1	1.5
COc1ccc(NS(=O)(=O)c2ccc3ccccc3c2)c(OC)c1	3.3	0.3	1.0	3.6
CC1=CC(C)(C)N(C(=O)CN2C(=O)C3CCCCC3C2=O)c2ccc(OC(=O)CN3C(=O)C4CCCCC4C3=O)cc21 (stereo unspecified)	5.3	0.3	0.5	21.0
Cc1ccc(NNC(=O)C(=O)N2CCCCC2)cc1	3.3	-0.9	0.1	16.4
Cc1cc(C)c(NC(=S)N(CCCN2CCOCC2)Cc2cccnc2)c(C)c1	2.7	-1.0	0.0	6.0
CSc1nn2ccc(-c3cccc(C(F)(F)F)c3)nc2c1C#N	3.7	-0.9	0.2	4.2
CC1CC(C)CN(C(=O)C2C3C=CC4(CN(Cc5ccccc5Cl)C(=O)C24)O3)C1 (stereo unspecified)	9.1	-0.8	0.6	4.0
CSCCC(NC(=O)OC(C)(C)C)C(=O)Oc1ccc([N+](=O)[O-])cc1 (stereo unspecified)	-0.2	-0.5	0.0	-7.8
Cc1ccc(OC(=O)Cc2c(CC(=O)Oc3ccc(C)cc3)[n+](=O)c3ccccc3n2[O-])cc1	1.2	0.8	0.0	-1.9
COc1ccccc1C(=O)COC(=O)CCOc1ccccc1	5.1	0.3	0.1	-7.6
Cc1ccc(S(=O)(=O)N(C)CC(=O)Nc2ccccc2-c2ccccc2)cc1	-7.8	3.5	-0.2	4.3
CCOC(=O)c1ccc(NC(=O)c2cn(-c3ccccc3)nc2-c2ccncc2)cc1	3.3	-0.2	0.1	2.2
CCOc1ccc2nc(SCC(=O)Nc3ccc4nc(SCC(=O)Nc5cccc(C(F)(F)F)c5)sc4c3)sc2c1	-1.1	1.1	0.1	-6.4
COc1cc(NS(=O)(=O)c2ccc(NC(=O)c3cccc(Br)c3)cc2)nc(OC)n1	-4.1	0.3	0.1	1.6
Cc1c(NC(=O)c2ccc(C(C)(C)C)cc2)c(=O)n(-c2ccccc2)n1C	6.8	0.3	0.0	1.6
COc1ccc(/C=C/C(O)=C(\C#N)c2nc3ccccc3[nH]2)cc1OC	-5.0	2.3	0.1	6.2
COc1cc(OC)cc(C(=O)Nc2nc(-c3ccccn3)cs2)c1	49.1*	0.0	-0.3	17.8
CCN(CC(=O)Nc1ccccc1F)S(=O)(=O)c1ccc(Cl)cc1	3.1	0.8	0.3	2.1

Next section.
SMILES	TEAD-YAP inh	GPR151 ag	FBW7 activator	MITF inh
CCc1c(C)c2cc(Cl)c(O)c(CN(C)C)c2oc1=O	-2.9	-3.1	0.1	13.7
Cc1ccc2cc(C#N)c(SCC(=O)NC3CCCC3)nc2c1	-12.2	-1.0	0.0	6.8
COc1ccc(C2=NN(C(=O)c3cc(OC)c(OC)c(OC)c3)C(c3ccccc3F)C2)cc1OC (stereo unspecified)	42.3*	0.2	0.3	8.4
O=C(NCc1ccccn1)C(=O)Nc1cccc(F)c1	-13.9	1.6	0.1	0.2
Cc1cc(C)n(-c2cc(N/N=C/c3ccccc3)ncn2)n1	0.6	-0.2	-0.2	6.7
Cc1c(/C=C(\CC(=O)O)c2nc3ccccc3s2)cc(C#N)n1C	2.0	1.0	0.4	8.9
Cc1noc(NS(=O)(=O)c2ccc(NC(=O)c3ccc([N+](=O)[O-])cc3)cc2)c1C	10.4	0.2	0.5	1.6
COc1ccccc1CNC(=O)CCSCc1ccccc1F	3.8	-2.0	0.0	6.0
O=C(COc1ncnc2sc(-c3ccccc3)cc12)Nc1ccc2c(c1)OCCO2	5.8	0.4	0.0	1.1
CCOC(=O)N1CCN(C(=O)c2cccc(-n3c(=S)[nH]c4cc(Cl)ccc4c3=O)c2)CC1	6.5	0.0	0.1	8.2
COC(=O)N1CCN(CCNC(=O)NCc2cccs2)CC1	-6.7	0.4	-0.2	6.8
O=C(CN1C(=O)C2(SCC(=O)N2c2ccc(F)cc2)c2ccccc21)NC1CCCCC1 (stereo unspecified)	-1.6	-0.7	-0.1	-25.3
COc1cc(Nc2nc(N3CCc4ccccc4C3)nc3c2ncn3C(C)C)cc(OC)c1OC	25.8	-2.1	-0.2	5.2
COCC(C)NC(=O)c1c(-c2c(Cl)cccc2Cl)noc1C (stereo unspecified)	-6.2	0.1	-0.1	10.2
CC(C)CNC(=O)CC(=O)N/N=C\c1c(O)ccc2ccccc12	19.3	0.0	-0.9	20.8
O=C1N[C@@H](CO)C(=O)N2C[C@@H](NCc3cc(F)ccc3F)C[C@@H]12	1.5	-0.5	0.1	12.1
CCCCN1C(=O)CN(C2CCC(C)CC2)C(=O)C1c1ccc(OC(C)C)c(OC)c1 (stereo unspecified)	-4.9	0.4	-0.2	-2.9
CCn1c(SCC(=O)NC(C)(C)C)nnc1-c1cccc([N+](=O)[O-])c1	17.8	-0.8	0.0	7.1
O=C(COc1cccc2ccccc12)Nc1ccc(S(=O)(=O)N2CCCC2)cc1	3.6	0.2	0.1	8.4
COc1ccc(-c2ccc(/C=N/N=C3\NC(=O)C(CC(=O)O)S3)o2)c([N+](=O)[O-])c1 (stereo unspecified)	0.4	-0.3	-0.2	1.5
O=C(N/N=C/c1ccc2c(c1)OCO2)c1cccc(Cl)c1	-68.7	-1.7	-0.1	27.9
CCOc1ccccc1CNn1c(-c2ccccc2F)nc2ccccc2c1=O	1.6	-0.1	0.1	4.2
CCCCCN1/C(=C\C=C\c2n(CC)c3cc(Cl)c(Cl)cc3[n+]2CCCCC)N(CC)c2cc(Cl)c(Cl)cc21	11.2	1.2	-0.6	-0.5
CCc1cccc(NS(=O)(=O)c2c(C)nc3sccn3c2=O)c1	-10.9	-3.1	-0.1	1.3
O=C(c1ccccc1-c1ncc[nH]1)N1CCC(CO)(Cc2ccc(Cl)cc2)CC1	-2.9	0.0	0.0	-8.3

The last 7 records of the part before come first, to join the parts:
SMILES	TEAD-YAP inh	GPR151 ag	FBW7 activator	MITF inh
O=C(COc1cccc2ccccc12)Nc1ccc(S(=O)(=O)N2CCCC2)cc1	3.6	0.2	0.1	8.4
COc1ccc(-c2ccc(/C=N/N=C3\NC(=O)C(CC(=O)O)S3)o2)c([N+](=O)[O-])c1 (stereo unspecified)	0.4	-0.3	-0.2	1.5
O=C(N/N=C/c1ccc2c(c1)OCO2)c1cccc(Cl)c1	-68.7	-1.7	-0.1	27.9
CCOc1ccccc1CNn1c(-c2ccccc2F)nc2ccccc2c1=O	1.6	-0.1	0.1	4.2
CCCCCN1/C(=C\C=C\c2n(CC)c3cc(Cl)c(Cl)cc3[n+]2CCCCC)N(CC)c2cc(Cl)c(Cl)cc21	11.2	1.2	-0.6	-0.5
CCc1cccc(NS(=O)(=O)c2c(C)nc3sccn3c2=O)c1	-10.9	-3.1	-0.1	1.3
O=C(c1ccccc1-c1ncc[nH]1)N1CCC(CO)(Cc2ccc(Cl)cc2)CC1	-2.9	0.0	0.0	-8.3
O=C(N/N=C\c1cc(Cl)ccc1O)c1ccc(S(=O)(=O)N2CCCCC2)cc1	-4.0	-0.5	0.9	-5.2
CC1CN(CCC(=O)NCc2cnn(Cc3ccccc3)c2)Cc2ccccc2O1 (stereo unspecified)	14.7	-0.6	1.1	17.1
CCCCCCCCCCCCCC(=O)OC(CC(=O)O)C[N+](C)(C)C (stereo unspecified)	/	0.6	0.0	-11.0
COc1ccccc1C(=O)n1nc(-c2ccccc2)nc1NCc1ccco1	-20.9	0.0	-0.2	-19.6
O=C(OCc1nc2ccccc2s1)c1ccccc1	-0.6	6.7*	0.0	-14.3
O=[N+]([O-])c1cc(Cl)ccc1NCCO	-5.4	-1.0	-0.1	10.6
CC(C)n1cc([C@@H]2C[C@H]3CN(C4CCCC4)C(=O)[C@]34CCCN24)cn1	-12.4	1.6	0.1	8.4
Cc1c(Cl)cccc1NC(=O)CN(C)S(=O)(=O)c1cccc2cccnc12	-1.9	0.4	-0.1	-10.0
CCOC(=O)N1CCc2c(sc(NCc3ccc(OC)c(OC)c3OC)c2C(=O)Nc2cc(Cl)ccc2OC)C1	-3.3	-0.4	-0.2	22.4
COc1cc(OC)c(NC(=O)C2CC3CCCN3C23C(=O)Nc2ccccc23)cc1Cl (stereo unspecified)	1.1	-3.9	0.1	-1.7
O=C(NC1CCCC1)c1cccc(-n2cnnn2)c1	8.3	-0.7	0.3	2.1
O=C(Cc1csc(-n2cccc2)n1)N1CCN(c2ncccn2)CC1	-1.0	1.5	-0.1	0.2
CC(C)(C)C1CCC(=NNC(=O)CCc2ccc(S(=O)(=O)N3CCOCC3)cc2)CC1 (stereo unspecified)	-10.3	0.7	-0.2	8.0
COc1cccc(NC(=O)c2sc3nc(C)nc(N4CCCCC4)c3c2C)c1	-19.7	-0.2	0.0	6.9
CCCCOC(=O)C1=C(C)NC2=C(C(=O)CCC2)C1c1cccc2ccccc12 (stereo unspecified)	0.3	0.0	-0.2	-8.1
Cn1c(SCC#N)nnc1-c1cccc([N+](=O)[O-])c1	32.2*	-1.5	-0.3	-5.1
O=C(Nc1c2c(nn1-c1cccc(Cl)c1)CS(=O)(=O)C2)c1cc(Cl)ccc1[N+](=O)[O-]	4.0	-1.0	0.3	10.0
CC1CCN(c2nc3c(c(=O)[nH]2)CCN(Cc2cc(F)ccc2F)C3)CC1	3.3	-0.5	-0.1	-5.9
O=C1CC(n2nc(COc3ccccc3)n(-c3ccccc3)c2=S)C2COC1O2 (stereo unspecified)	-8.9	0.1	0.4	13.6
Cc1cc(C)cc(-n2cnc3cc(C(=O)NCCC4=CCCCC4)ccc32)c1	-7.2	1.5	-0.1	2.2
